# MITF primary = human MITF inhibition, primary screen. O75030. AlphaScreen MITF homodimerization, bead proximity signal. inhibition, % at 2.6 µM. 650,000 compounds, 0.91% hits. AID 1259374; in the data active = inhibition above about 50%;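 also: 0% = vehicle wells with protein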
# TEAD-YAP inh = TEAD-YAP interaction inhibition; HEK-TIYL cells, TEAD-Gal4/YAP UAS-luciferase luminescence; inhibition, % at 9.12 µM; 640,000 compounds, 1.4% hits; in the data active = inhibition above about 32%;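 also: 0% = median of test compound wells and 100% = reference inhibitor wells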
# GPR151 activ = human GPR151 activation. Q8TDV0. PathHunter beta-arrestin GPR151 cells, luminescence. activation, % at 11.2 µM. 650,000 compounds, 1% hits. AID 1508602; in the data active = activation above about 4.9%;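 also: 0% = median of compound wells and 100% = cells with positive control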
# FBW7 activator = human FBW7 E3 ligase activation, primary screen. Q969H0. normalized activity (activation), % at 26.1 µM. AlphaScreen FBW7–phospho-cyclin E peptide binding, activator screen. AID 1259310. 650,000 compounds, 0.13% hits; in the data active = normalized activity above about 1.9%;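 also: purified mutant Fbw7 with reduced substrate affinity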
# Target sequence (Q969H0 whole entry, looked up): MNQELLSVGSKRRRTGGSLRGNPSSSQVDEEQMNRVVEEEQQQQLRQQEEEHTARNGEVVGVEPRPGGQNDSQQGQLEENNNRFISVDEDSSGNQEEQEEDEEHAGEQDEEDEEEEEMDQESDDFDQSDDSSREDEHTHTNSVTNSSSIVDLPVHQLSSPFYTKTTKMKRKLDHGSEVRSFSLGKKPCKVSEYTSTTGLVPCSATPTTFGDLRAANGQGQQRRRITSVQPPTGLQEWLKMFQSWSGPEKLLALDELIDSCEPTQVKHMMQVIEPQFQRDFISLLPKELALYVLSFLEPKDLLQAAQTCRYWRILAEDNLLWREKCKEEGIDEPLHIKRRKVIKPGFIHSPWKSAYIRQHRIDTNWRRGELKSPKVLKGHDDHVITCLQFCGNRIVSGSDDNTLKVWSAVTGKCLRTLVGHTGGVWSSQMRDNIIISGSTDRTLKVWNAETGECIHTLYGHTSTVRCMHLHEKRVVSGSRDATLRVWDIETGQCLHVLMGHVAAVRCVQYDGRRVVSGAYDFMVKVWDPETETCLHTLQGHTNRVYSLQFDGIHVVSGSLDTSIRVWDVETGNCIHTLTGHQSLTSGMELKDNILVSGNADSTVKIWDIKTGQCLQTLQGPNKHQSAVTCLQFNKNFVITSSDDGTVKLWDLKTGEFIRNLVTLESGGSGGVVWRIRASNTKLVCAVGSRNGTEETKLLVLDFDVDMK
# * hit, by the source's call; & = joins results of further samples. Rows were taken by chance; about 3.4% have a hit in one of these screens.
Compound,TEAD-YAP inh,MITF primary,GPR151 activ,FBW7 activator
CCOc1ccc(NC(=O)CSc2ncnc3c2nnn3Cc2ccc(F)cc2)cc1,10,-3,-0.4,0.0
O=C(Nc1nc2ccc(Cl)cc2s1)c1cccc2ccccc12,-4,15,-0.4,0.1
CCC1SC2=NC(C)=C(C(=O)OCCOC)C(c3ccccc3[N+](=O)[O-])N2C1=O (stereo not given),10,3,-1.3,0.2
Cc1cc(F)ccc1S(=O)(=O)N1CCCOC1CNC(=O)C(=O)NCCN(C)C (stereo not given),2,2,-0.4,-0.1
CCOC(=O)c1sc2nc(C)[nH]c(=O)c2c1C,1,-6,0.4,-0.1
COCc1cc(C)n(CC(=O)Nc2ccc(C(=O)OC)cc2)c(=O)c1C#N,5,1,1.1,0.0
COc1ccc(-c2nnc(Oc3ccc(NC(C)=O)cc3)c3ccccc23)cc1,-4,6,0.2,0.1
COC(=O)c1c(N2C(N)=C(C#N)C(c3ccc([N+](=O)[O-])cc3)C3=C2CCCC3=O)sc2c1CCCC2 (stereo not given),4,2,-0.7,0.0
O=C(Nc1c(C(=O)Nc2ccccc2)cnn1-c1ccccc1)c1ccco1,-12,-8,0.1,0.0
O=C(N[C@H]1C[C@H]2C(=O)N[C@@H](Cc3ccc(Cl)cc3)C(=O)N2C1)c1ccc(Cl)c(Cl)c1,5,9,-1.7,0.1
Cc1nc(-c2cn[nH]c2-c2ccc(O)c(C)c2O)cs1,24,15,0.5,0.1
Nc1c(C(=O)c2ccc(-c3ccccc3)cc2)sc2nc(-c3ccccc3)cc(C(F)(F)F)c12,-8,-3,-0.6,-0.1
CCOC(=O)c1[nH]c(C)c(C(=O)N(Cc2ccccc2)C(C)C)c1C,31,6,4.0,0.2
CN(C)CCN(Cc1cc2cc3c(cc2[nH]c1=O)OCO3)C(=O)Nc1cccc(Cl)c1,-4,-12,-1.1,0.0
Cn1c(/N=C/c2nc(-c3cccc4ccccc34)oc2O)nc2ccccc21,-6,-6,1.2,0.1

# A section from further up, as a working copy:
Compound,TEAD-YAP inh,MITF primary,GPR151 activ,FBW7 activator
CCOc1ccc(NC(=O)CSc2ncnc3c2nnn3Cc2ccc(F)cc2)cc1,10,-3,-0.4,0.0
O=C(Nc1nc2ccc(Cl)cc2s1)c1cccc2ccccc12,-4,15,-0.4,0.1
CCC1SC2=NC(C)=C(C(=O)OCCOC)C(c3ccccc3[N+](=O)[O-])N2C1=O (stereo not given),10,3,-1.3,0.2
Cc1cc(F)ccc1S(=O)(=O)N1CCCOC1CNC(=O)C(=O)NCCN(C)C (stereo not given),2,2,-0.4,-0.1
CCOC(=O)c1sc2nc(C)[nH]c(=O)c2c1C,1,-6,0.4,-0.1
COCc1cc(C)n(CC(=O)Nc2ccc(C(=O)OC)cc2)c(=O)c1C#N,5,1,1.1,0.0
COc1ccc(-c2nnc(Oc3ccc(NC(C)=O)cc3)c3ccccc23)cc1,-4,6,0.2,0.1

# Additional records follow.
Compound,TEAD-YAP inh,MITF primary,GPR151 activ,FBW7 activator
CCOC(=O)C1=C(C)N=c2s/c(=C\c3cccnc3)c(=O)n2C1c1c(OC)ccc2ccc(OC)cc12 (stereo not given),-1,16,-0.5,0.2
FC(F)(F)c1cccc(CNc2nc(NCc3ccc4c(c3)OCO4)nc3c2ncn3-c2ccsc2)c1,-10,-4,-1.6,-0.2
COC(=O)Nc1ccc(S(=O)(=O)Nc2ccc(OC)cc2OC)cc1,9,-1,-1.2,0.1
Cc1cccc(N2CCN(C(=O)/C=C/c3ccco3)CC2)c1C,-5,1,0.9,-0.2
CNC(=O)c1ccc(-c2ccccc2OC)nc1NCC1CC1,-1,-12,-1.0,0.3
CCOC(=O)C1C(c2cccc(Cl)c2)NC(=O)NC1(O)C(F)(F)F (stereo not given),1,8,0.3,0.2
COc1ccc(-c2csc(NC(=O)C3COc4ccccc4O3)n2)cc1 (stereo not given),-13,2,1.9,-0.1
CC1=C(C(=O)Nc2nc3ccccc3s2)C(c2ccc([N+](=O)[O-])cc2)C2=C(CCCC2=O)N1 (stereo not given),12,-11,2.3,0.0
CCC(=O)Nc1nc(CC)c(-c2ccc([N+](=O)[O-])o2)s1,14,1,-0.1,-0.1
CCOc1ccc(CNCc2cn[nH]c2-c2ccc(F)cc2)cc1,16,-2,2.2,0.0
Cc1cc(-c2ccccc2)nn1-c1nc2ccccc2s1,-10,14,-0.9,0.7
O=C(Nc1cc(C(F)(F)F)ccc1N1CCOCC1)c1ccc(Br)o1,-5,8,-0.4,0.0
Cc1ccccc1NC(=S)N(CCCN1CCC(C)CC1)Cc1cccs1,7,3,0.5,0.4
COc1cccc(C2OC(=O)c3ccccc3N2C(C)=O)c1OC(C)=O (stereo not given),9,9,2.0,0.4
N[C@@H](CCC(=O)N[C@@H](CS)C(=O)NCC(=O)O)C(=O)O,0&-7,11&6,-0.7&-0.5,0.0&0.1
O=c1c(NCCCc2ccccc2)c(-c2ccccc2)c1=O,16,4,1.0,0.0
CC1=C(C(=O)OCC2CCCO2)C(c2ccccc2OCc2ccccc2)C2=C(CCCC2=O)N1 (stereo not given),2,0,1.1,0.1
Cc1[nH]c(=O)n(C)c(=O)c1CCC(=O)Nc1cccc(Cl)c1C,-1,-4,0.4,-0.2
Cc1ccc(C(=O)Nc2ccc3c(c2)OCCO3)o1,-19,-7,-5.1,0.6
CCCCNc1cc(C)oc(=O)c1C(C)=O,5,-6,-0.7,0.1
COc1ccc(/C=C(\C#N)C(=O)Nc2ccccc2F)cc1,-17,14,-2.0,0.1
CCOC(=O)C(CC)/C(C)=N\NC(=O)c1cccc(Br)c1 (stereo not given),-31,6,-0.5,0.1
O=C(c1ccc(C#CC2(O)CCCCC2)cc1)N1CCN(c2ccccc2)CC1,1,9,2.1,0.0
Cc1c2c(nc3c(C(=O)NC4CCCCCC4)cnn13)CCCC2,-7,-13,0.2,0.1
Cc1nn(Cc2ccc(C#N)cc2)c(=O)c(C#N)c1C,2,4,1.0,0.0
S=c1nc(-c2cc(Cl)ccc2Cl)[nH][nH]1,0,-6,0.8,-0.3
Cc1ccc(S(=O)(=O)N(C)CC(=O)Nc2cccc(C)n2)cc1,-1,-4,-0.8,0.1
COc1cccc(-c2cc(NC(=NCc3ccco3)SC)n[nH]2)c1,-12,12,-1.4,0.4
COc1ccccc1Cn1c(SCC(=O)NCCc2ccccc2)nc2ccccc2c1=O,7,-3,-0.4,0.1
COc1ccc(-c2nc3ccccc3c(=O)n2NCc2cc(Br)ccc2O)cc1,-3,17,0.0,0.2
COc1ccc(Nc2nnc(SC(C)C(=O)NC(N)=O)s2)cc1 (stereo not given),-6,-1,-0.4,-0.1
COc1cc(C(c2sc3nc(C)nn3c2O)N2CCC(O)CC2)cc(OC)c1OC (stereo not given),2,-1,0.5,-0.2
CCOC(=O)c1sc2nc(CSc3nc(C)cc(=O)[nH]3)cc(=O)n2c1C,9,13,-0.1,-0.1
COC(=O)COc1cc(C)cc2oc(=O)c(CC(=O)OC)c(C)c12,1,10,6.1*,0.0
Cn1c(=O)c2c(nc(N3CCOCC3)n2CC(=O)c2ccc(Cl)cc2)n(C)c1=O,-1,4,1.2,0.0
Cc1cccc(N2C(=O)c3ccccc3S2(=O)=O)c1,11,-8,-0.6,0.1
Cc1cccc(NC(=O)CN2C(=O)N/C(=C/c3cc(C)n(-c4ccccn4)c3C)C2=O)c1,-6,-11,-0.7,-0.1
CCOC(=O)C1=C(O)/C(=C/c2ccco2)SC1=Nc1cccc(Cl)c1,-5,21,-1.5,-0.1
COc1ccc(Cl)cc1-n1c(N)c(C(=O)Nc2ccc(F)cc2)sc1=S,-10,-7,-0.8,-0.1
CCN1CCN(c2cc(C)c3cc(NC(=O)CCC4CCCC4)ccc3n2)CC1,-12,-8,-1.0,-0.1
COc1ccc(NC(=O)C(NC(=O)Cc2cccs2)c2ccc(C)cc2)cc1 (stereo not given),7,1,-0.1,0.3
CSc1ncc(/C=C2/C(=O)NC(=O)N(CCc3ccccc3)C2=O)cn1,3,-17,0.2,-0.7
O=C(C1CC=CCC1)N1CCCC(c2[nH]ncc2-c2ccncc2)C1 (stereo not given),1,2,0.8,-0.1
C=CCNC(=O)CN(c1ccccc1Cl)S(=O)(=O)c1ccccc1,1,-2,0.4,0.0
O=C1c2cccnc2C(=O)N1Cc1ccc(S(=O)(=O)Nc2ccc(Cl)cc2)s1,-1,5,0.3,-0.1
CN=C(Nc1cc(C)ccc1C)c1ccccc1,-7,5,0.2,0.1
COc1ccc(CCNc2ncnc3c2nc(-c2cccs2)n3C(C)C)cc1,5,-14,0.2,0.0
CCOc1ccccc1-n1c(=S)sc2c(=O)n(-c3ccccc3F)c(SCC(=O)c3ccc(Cl)cc3)nc21,-6,-6,-0.9,0.0
Cc1ccc(-c2cc(C(=O)N3CCOCC3)no2)cc1,43*,3,-2.9,0.5
CCC(=O)OCC(=O)NCc1ccc2c(c1)OCO2,9,-11,-0.2,-0.1
O=C(CN1C(=O)C(=O)c2ccccc21)c1ccc(Br)cc1,6,12,0.1,0.0
COc1ccccc1-n1c(O)c(C=Nc2c(C)cc(C)cc2C)c(=O)[nH]c1=O,1,-11,4.4,-0.1
COC(=O)C1=C(C)NC(C)=C(C(=O)OC)C1c1c(Cl)cccc1Cl,1,-5,-0.7,0.0
Cc1ccc(C)c(C(=O)CSc2nnnn2-c2ccc3c(c2)OCCO3)c1,-17,-2,-1.2,0.0
Cc1ccc(S(=O)(=O)NC2(C(F)(F)F)NC(=O)N(c3ccccc3F)C2=O)cc1 (stereo not given),9,4,1.8,-0.1
C=CCn1c(SCC(=O)c2ccc3ccn(C(C)=O)c3c2)nnc1-c1cccc([N+](=O)[O-])c1,6,18,-0.8,0.1
CCOc1ccc(-n2cc(-c3ccccc3)c3c(N4CCC(C)CC4)ncnc32)cc1,1,14,-0.7,0.1
COc1cc(/C=N/N2C(=O)C3C4c5ccccc5C(c5ccccc54)C3C2=O)ccc1O (stereo not given),-7,-5,-1.8,-0.1
CC1Oc2ncc(C(F)(F)F)cc2N(Cc2ccccc2)C1=O (stereo not given),8,8,-0.9,0.5
CC[C@@H](CO)NC(=O)CCOC(Cc1cnccn1)c1ccc(C(F)(F)F)cc1 (stereo not given in full),9,12,0.1,0.5

# Carrying on.
Compound,TEAD-YAP inh,MITF primary,GPR151 activ,FBW7 activator
N#Cc1ccccc1COC(=O)CCC(=O)c1ccc(Cl)cc1,3,8,-0.1,0.2
C=CCSc1nnc2c(n1)OC(c1ccc(C(=O)O)cc1)Nc1ccccc1-2 (stereo not given),-44,22,-2.4,0.6
C/C(N)=C(/C#N)C(=O)COC(=O)c1ccc(OCC2CCCO2)cc1 (stereo not given),2,14,0.8,0.1
COc1ccc(OC)c(NC(=O)N2CC(C)Oc3ccc(Cl)cc32)c1 (stereo not given),2,7,-1.8,-0.1
COc1ccc([C@@H]2C[C@H](C(=O)N3CCC(C)CC3)N(C)S(=O)(=O)N2)cc1,11,4,0.2,0.6
O=C1OC(c2ccc(Br)cc2)=N/C1=C\c1cccc(Cl)c1,-7,-3,-0.6,0.0
c1cnc2c(Oc3ncnc4sc5c(c34)CCC5)cccc2c1,0,-9,-0.5,0.0
CC(NC(=O)CN1CCCCC1)C1COc2ccccc2O1 (stereo not given),5,-5,-0.1,-0.1
Cc1cc(C)c(NC(=O)c2ccccc2N(C)S(C)(=O)=O)c(C)c1,-6,0,-0.2,-0.1
COC(=O)C([N+](=O)[O-])C1(c2ccccc2)Cc2[nH]c3ccccc3c21 (stereo not given),7,-7,0.3,0.0
COc1cc(Br)cc(/C=N/NC(=O)c2cc(C)[nH]n2)c1O,19,55*,0.7,-0.1
CCOC(=O)C1CCCN(c2c(Nc3ccc(C)c(C)c3)c(=O)c2=O)C1 (stereo not given),0,16,0.6,0.5
CN1C(=O)NC(=O)/C(=C/c2ccc(-c3ccc(F)cc3)o2)C1=O,4,10,2.4,0.0
CC(NS(=O)(=O)c1ccc(Br)cc1)C(=O)NCC1CCCO1 (stereo not given),3,-6,-0.3,0.2
CCN1CCN(C(=O)C(=O)Nc2ccc3nc4n(c(=O)c3c2)CCCCC4)CC1,2,12,0.5,0.2
Cc1c(NC(=O)CSc2ccccc2)cccc1C(=O)O,5,7,2.3,0.1
Cc1c(Cc2ccccc2)c(NC2CCCCC2)n2c(nc3ccccc32)c1C#N,6,-8,0.8,-0.1
COC(=O)C1=C(C)NC2=C(C(=O)CC(c3cccs3)C2)C1c1ccc(C)s1 (stereo not given),10,24,2.6,0.5
COc1ccc(S(=O)(=O)N2CCSC2c2cc(Br)ccc2OC)cc1 (stereo not given),-2,5,-0.5,0.8
O=C(Nc1ccc(-c2nc3ccccc3s2)c(O)c1)c1ccccc1F,-32,14,0.1,0.0
CCN(CC)CCn1c(-c2ccc(Cl)cc2)cn2c3ccccc3nc12,10,3,-1.0,0.3

# Source: PubChem BioAssay (The Scripps Research Institute Molecular Screening Center)
